Screening results (PubChem BioAssay)
CTSL1 counter = blocks F. hepatica cathepsin L1 in PFM18AAP counter-screen; recombinant F. hepatica cathepsin L1, Z-Leu-Arg-MCA fluorescence; inhibition, % at 5.96 µM; 300,000 compounds, 0.49% hits; AID 1906;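 active = inhibition above the mean of all tested compounds plus 3 SD, set per screening campaign, cut at about 17% in these data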;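 also: 0% = plate median of test compound wells and 100% = 1 µM Z-Phe-Ala-diazomethylketone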
CR mimetic SO = yeast age-related superoxide inhibition as caloric restriction mimetic; S. cerevisiae aged cells, superoxide DHE fluorescence; stronger effect = lower value; superoxide response (% of plate mean), % at 10 µM; 330,000 compounds, 0.18% hits;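 active = superoxide response under a set limit, about three screen SD below normal, cut at about 65% in these data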;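 also: yeast aged for seven days with compound at 30 °C before DHE staining; 100% = average MFI of all compound-treated wells on the plate with controls excluded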
EBNA-1 inhibitor = blocks EBNA-1 binding to DNA. EBNA-1 DNA binding, fluorescence polarization. inhibition, % at 14.8 µM. 300,000 compounds, 0.34% hits. AID 1950; in the data active = inhibition above about 28%
PP5 primary = PP5 (human) phosphatase inhibition | P53041 | purified PP5c, OMFP substrate fluorescence | inhibition, % at 6.7 µM | 320,000 compounds, 0.18% hits | AID 1987;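 active = inhibition above the campaign's mean inhibition across all tested compounds plus 3 SD, cut at about 9.5% in these data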;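 also: 0% = DMSO only and 100% = 100 µM cantharidin control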
PP1 counter = counter-screen for PP5 inhibitors: inhibitors of human PP1-alpha; 320,000 compounds, 0.9% hits; P62136; inhibition, % at 6.7 µM; purified PP1alpha, OMFP fluorescence;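 active = inhibition above the mean inhibition of all tested compounds plus 3 SD, computed separately for each screening campaign, cut at about 15% in these data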
Target sequence (P62136 whole entry, looked up): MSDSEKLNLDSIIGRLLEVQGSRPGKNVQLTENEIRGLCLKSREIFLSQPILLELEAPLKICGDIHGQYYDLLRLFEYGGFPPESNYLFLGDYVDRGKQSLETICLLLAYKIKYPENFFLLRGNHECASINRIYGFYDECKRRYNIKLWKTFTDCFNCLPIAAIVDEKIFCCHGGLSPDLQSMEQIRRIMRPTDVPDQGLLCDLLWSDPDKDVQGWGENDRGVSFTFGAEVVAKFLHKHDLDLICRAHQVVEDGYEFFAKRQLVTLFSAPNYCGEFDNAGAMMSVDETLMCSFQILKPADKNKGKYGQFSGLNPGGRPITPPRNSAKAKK
core dimer inh = HCV core protein dimerization inhibition. TR-FRET GST/Flag-core106 dimerization, 1536-well. inhibition, % at 5 µM. 300,000 compounds, 0.33% hits;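 active = inhibition above the mean of all tested compounds plus 3 SD, set per screening campaign, cut at about 45% in these data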
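Assay system: tagged HCV core106 pair (GST and Flag); medium: KF-containing HEPES buffer, pH 7.45, DTT, CHAPS, BSA; also added: Eu donor and XL665 acceptor anti-tag antibodies; dosing: 5 µM single dose; timing: compound-protein-antibody incubation 4 h at 22.5 °C; signal: TR-FRET 671 and 617 nm emission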
TPT1 inh = C. albicans TPT1 enzyme inhibition. recombinant caTPT1, FP RNA substrate dephosphorylation. inhibition, % at 5 µM. 300,000 compounds, 0.81% hits;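 active = inhibition above the mean of all tested compounds plus 3 SD, set per screening campaign, cut at about 24% in these data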;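 also: plate controls were DMSO alone for no effect and ferristatin control at 100 nM for full effect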
ZTA counter = ZTA (EBV) inhibition in EBNA-1 counter-screen; P03206; ZTA-DNA binding, fluorescence polarization; inhibition, % at 11 µM; 320,000 compounds, 0.15% hits; in the data active = inhibition above about 33%
Target sequence (P03206 whole entry, looked up): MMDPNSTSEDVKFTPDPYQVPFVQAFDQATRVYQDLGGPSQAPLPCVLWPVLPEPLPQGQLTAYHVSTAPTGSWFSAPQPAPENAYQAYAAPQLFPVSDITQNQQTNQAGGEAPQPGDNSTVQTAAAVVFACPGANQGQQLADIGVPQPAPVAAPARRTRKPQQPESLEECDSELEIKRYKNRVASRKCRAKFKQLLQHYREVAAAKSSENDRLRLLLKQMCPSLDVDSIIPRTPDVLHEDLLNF
JMJD2C inh = inhibitors of human GASC-1 (JMJD2C) demethylase; GST-JMJD2C(1-420) H3K9me3 demethylation, DELFIA europium; Q9H3R0; inhibition, % at 2.35 µM; 330,000 compounds, 0.069% hits; AID 2099;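 active = more than half of a compound's replicate wells show inhibition beyond 50%, single wells judged on their own value; inconclusive = some, but no more than half, of replicates pass 50% inhibition; inactive = no replicate passes 50% inhibition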;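 also: signal counts dimethyl H3K9 product captured on neutravidin plate; 0% = median of DMSO wells and 100% = 0.3 times that DMSO median; strong numbers were not always called active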
Target sequence (Q9H3R0 1-420 limits assumed): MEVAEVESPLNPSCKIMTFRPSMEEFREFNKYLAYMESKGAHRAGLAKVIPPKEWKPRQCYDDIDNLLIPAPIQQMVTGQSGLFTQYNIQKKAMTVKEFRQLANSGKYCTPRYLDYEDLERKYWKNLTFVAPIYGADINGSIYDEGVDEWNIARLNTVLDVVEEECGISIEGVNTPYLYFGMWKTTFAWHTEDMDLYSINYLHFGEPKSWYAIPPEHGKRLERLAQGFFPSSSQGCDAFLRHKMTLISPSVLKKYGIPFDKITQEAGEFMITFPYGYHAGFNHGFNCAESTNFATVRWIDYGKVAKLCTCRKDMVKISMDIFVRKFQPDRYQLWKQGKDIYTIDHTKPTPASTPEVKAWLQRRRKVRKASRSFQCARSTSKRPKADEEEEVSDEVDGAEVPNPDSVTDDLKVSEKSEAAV
* = called active by the depositor; u = inconclusive; x = not tested or not shown; & = joins results of further samples.

SMILES | CTSL1 counter | CR mimetic SO | EBNA-1 inhibitor | PP5 primary | PP1 counter | core dimer inh | TPT1 inh | ZTA counter | JMJD2C inh
CCCCNC(=O)CC1C(=O)N(Cc2ccccc2)C(C)c2nc3ccccc3n21 (stereo not drawn) | -2 | 101 | 2 | -1.1 | 0 | -2 | -3 | 6 | -2
COc1ccc2oc(C(=O)N(C)Cc3ccc(OC(F)F)cc3)c(C)c2c1 | 0 | 100 | 3 | 4.0 | 4 | -14 | -1 | -2 | -27
COc1ccc(OC)c(N(CC(=O)N2CCOCC2)S(C)(=O)=O)c1 | -2 | 102 | 3 | -0.5 | -3 | 4 | -4 | 2 | 0
CCN(CC)C(=O)C1CCN(Cc2cccc(OCc3ccccc3)c2)CC1 | 3 | 81 | 0 | -0.4 | -1 | -7 | -5 | -8 | -29&-2
CCOc1ccc(COC(=O)C2CC(=O)N(CCc3ccccc3)C2)cc1OC (stereo not drawn) | x | 113 | x | -2.0 | -3 | x | x | -12 | 15
Cn1nccc1NS(=O)(=O)c1ccc(C(C)(C)C)cc1 | 2 | 103 | 3 | 0.2 | -2 | -6 | 1 | 12 | 0
COc1ccc(NC(=O)c2cc(C)on2)cc1 | 4 | 100 | -10 | 0.5 | -4 | 0 | 1 | -17 | -29
O=C(NNC(=O)C1CCN(S(=O)(=O)c2ccccc2C(F)(F)F)CC1)c1ccccc1O | -31 | 93 | 6 | -3.3 | -10 | 1 | -1 | 14 | 13
COc1ccccc1N1CCN(C(=O)Cc2c(C(=O)O)[nH]c3ccc(Cl)cc23)CC1 | 4 | 100 | 2 | 3.1 | -4 | 5 | 0 | 11 | -26
CCOC(=O)C1CCCN(c2c(NCCCN(CC)c3cccc(C)c3)c(=O)c2=O)C1 (stereo not drawn) | 6 | 84 | 6 | -0.3 | -2 | 3 | 4 | 9 | 17
COC(=O)c1cc(S(=O)(=O)N2c3ccccc3CC2C)c[nH]1 (stereo not drawn) | 5 | 98 | -21 | 3.2 | -6 | -6 | -2 | -5 | 3
Cc1nn(-c2ccccn2)c2c1C(c1c(F)cccc1Cl)C1=C(N2)c2ccccc2C1=O (stereo not drawn) | 2 | 89 | 1 | 2.8 | 17* | 16 | 1 | 7 | 0
O=C(Nc1cccc(Cl)c1)NC1CCN(C2CCCCC2)C1 (stereo not drawn) | 3 | 94 | 3 | -1.1 | 0 | 3 | 2 | 3 | 35
COc1ccc(Cl)cc1NC(=O)c1cc(-c2ccc(C)cc2O)n[nH]1 | -2 | 103 | -6 | -2.1 | -2 | 13 | -3 | -18 | 15
Cc1cc(Br)ccc1NC(=O)CN(C)C(=O)COc1cccc2c1OC(C)(C)C2 | -2 | 81 | -19 | 0.1 | -6 | 0 | 0 | -6 | -1
Cc1ccc(S(=O)(=O)N2CCN(c3ccccc3)CC2)cc1 | -1 | 110 | 2 | 1.3 | -4 | 4 | 0 | -26 | 6
Cc1nn(C)cc1CNC(=O)c1ccc(F)cc1 | 3 | 100 | -2 | -0.5 | -6 | 5 | -3 | 6 | -6
N#C/C(=C\c1ccc2c(c1)OCCO2)C(=O)NC1CCCCC1 | 10 | 98 | -4 | 0.0 | 1 | -6 | -5 | -1 | -8
COc1ccc(C(=O)C2CCCN(Cc3cccn3-c3ccc(Cl)cn3)C2)c(OC)c1 (stereo not drawn) | 0 | 107 | 5 | 1.1 | -2 | -7 | -1 | -4 | -4
CC(C)(C)NC(=O)Cc1ccc(Cl)c(Cl)c1 | -3 | 102 | 1 | -1.4 | -2 | -6 | 0 | -4 | -6
N#Cc1ccc(S(=O)(=O)N2CCC(N3CCCCC3)CC2)cc1 | -4 | 103 | -4 | 0.5 | -4 | 11 | -4 | 0 | -3
CCSc1ccccc1C(=O)N1CCN(c2ccccc2F)CC1 | -1 | 78 | -3 | 2.2 | -2 | 1 | 1 | -7 | 0
O=C(NC12CC3CC(CC(C3)C1)C2)N1CCC(O)CC1 | -2 | 99 | 4 | 1.5 | -3 | -10 | -6 | -1 | -11
O=C(c1ccc2c(=O)n3c(nc2c1)CCCCC3)N1CCN(Cc2ccccc2)CC1 | -2 | 77 | 7 | 3.0 | -4 | -2 | -3 | -18 | 5
O=C(Nc1cc(F)cc(F)c1)c1ccc(NCCCN2CCCCCC2)c([N+](=O)[O-])c1 | 1 | 105 | -6 | -1.4 | -3 | -4 | 1 | 6 | 1
O=C(Nc1ccccc1C(=O)NCCc1ccccc1)c1cnccn1 | 2 | 91 | 5 | -1.3 | 0 | 4 | 5 | 2 | 0
Cc1ccc(=O)n(C(C(=O)NCc2ccco2)C(=O)c2ccc(F)cc2)c1 (stereo not drawn) | -1 | 112 | -7 | 0.9 | -1 | -3 | 1 | 4 | -2
Cc1nnc(NC(=O)CSc2nnc(-c3ccccc3)n2C)s1 | -2 | 104 | -2 | -0.8 | -2 | -5 | 0 | 3 | 8
Cc1ccccc1OCC(=O)NC(=S)Nc1ccccc1N1CCN(S(C)(=O)=O)CC1 | 1 | 107 | -14 | 3.6 | 3 | 19 | 1 | 8 | 2
O=C(Nc1ccc(S(=O)(=O)N2CCOCC2)cc1)c1ccc2ncsc2c1 | -1 | 108 | -6 | 0.0 | -8 | 3 | 6 | 4 | 3
CCN1CCc2c(sc(NC(=O)Cc3ccccc3)c2C(=O)OC)C1 | 5 | 94 | -3 | 2.1 | -1 | -10 | -1 | -8 | 21
CCC(C)Nc1nc2c(c(=O)n(C)c(=O)n2C)n1C (stereo not drawn) | -2 | 93 | 2 | -2.2 | -1 | -1 | -1 | -2 | 10
O=C(O)C1CSC(c2ccccc2Cl)N1C(=O)c1ccc(Cl)cc1 (stereo not drawn) | 0 | 96 | 16 | 0.4 | 2 | 6 | -2 | 3 | 5
CCOC(=O)c1ccc(NC2Nc3cc(C)nn3S2)cc1 (stereo not drawn) | 0 | 109 | 4 | 2.3 | -4 | 0 | 0 | -2 | -16
CC1=NNC(=O)/C1=C\c1cn(-c2ccccc2)nc1-c1ccccc1 | 0 | 128 | 4 | 3.2 | 14 | 3 | 2 | -10 | -7
COc1ccc(OC)c(C2C3=C(CCCC3=O)NC3=C2C(=O)CCC3)c1 | -1 | 98 | 12 | 1.2 | 2 | -4 | 0 | 6 | 13
O=C(Nc1nc2ccccc2s1)c1c(F)cccc1Cl | 4 | 100 | 0 | 0.4 | -3 | -12 | 0 | -3 | -7
CC(C)CC(=O)NC(=S)NNC(=O)c1ccc([N+](=O)[O-])cc1 | 1 | 102 | 2 | 1.1 | -1 | -4 | 1 | -16 | -1
CCN(C(=S)NC(=O)C1CC1)c1ccccc1 | -5 | 96 | 0 | 2.3 | 1 | -4 | 2 | -1 | u
O=C(CN1C(=O)NC2(CCCCC2)C1=O)N1CCN(S(=O)(=O)c2ccc(Cl)s2)CC1 | x | 115 | x | -1.7 | 0 | x | x | -3 | x
Cc1ccc(N2C(=O)c3ccccc3C2Nc2ccccc2)nc1 (stereo not drawn) | -4 | 92 | -1 | -1.9 | 0 | -9 | -2 | 6 | -4
CCCNC(=O)/C(C#N)=C1\N=C(NC(=O)c2cccs2)c2ccccc21 | -1 | 84 | 0 | -1.5 | -5 | 4 | -2 | -3 | 0
COC(=O)CP(=O)(c1ccccc1)c1ccccc1 | -1 | 97 | 11 | -1.4 | 2 | -2 | -39 | -2 | 2
Cc1cc(SCc2ccccc2)nc(=O)[nH]1 | -3 | 105 | 4 | 0.0 | -2 | 4 | 3 | 4 | 1
O=C(Nc1ccccc1N1CCOCC1)C1(c2ccc(Cl)cc2)CCC1 | 7 | 99 | 0 | 0.7 | 0 | 8 | -3 | 11 | 12
CCOCCn1c(CN2CCN(c3ccc(OC)cc3)CC2)nc2c1c(=O)n(C)c(=O)n2C | -2 | 94 | 14 | -0.6 | -4 | -4 | -7 | 2 | 0
CCOC(=O)c1cccc(NC(=O)CSc2nnc(-c3ccoc3C)n2CCOC)c1 | 1 | 94 | 2 | -0.5 | -2 | 2 | -7 | -5 | 4
CCCCCCNC(=O)c1cccc(-c2ccc(C)c3ccccc23)n1 | -3 | 109 | 7 | 1.3 | 0 | 9 | 0 | -5 | 7
O=C(Cc1coc(-c2ccc(F)cc2)n1)NCc1ccccc1 | -4 | 119 | 2 | 2.6 | -4 | -5 | -2 | 4 | -3
CN(CC(=O)Nc1ccc2c(c1)OCO2)S(=O)(=O)c1ccc(F)cc1 | 0 | 94 | -5 | 3.5 | 4 | 2 | 2 | 12 | 5
NS(=O)(=O)c1ccc(CNc2ccc3ccccc3n2)cc1 | -4 | 88 | 2 | 1.7 | 0 | 5 | -4 | 0 | 4
CNc1nc(CCN2C(=O)c3ccccc3C2=O)cs1 | -3 | 97 | -2 | 2.5 | 4 | -4 | 1 | 6 | 4
Cc1c(CCC(C)C)c(-n2ccnc2C)n2c(nc3ccccc32)c1C#N | 2 | 82 | 6 | -1.6 | -3 | 3 | -3 | 14 | 9
CCOC(=O)c1cc([N+](=O)[O-])c([N+](=O)[O-])cc1NC(C)=O | -4 | 94 | -10 | 2.0 | 4 | 3 | -1 | -1 | 4
COc1ccc(-n2nnnc2SCC(=O)N2CCCC2)cc1OC | -3 | 109 | 0 | 1.5 | -2 | -2 | 1 | -5 | -14
FC(F)(F)c1cc(CCN2CCNC[C@@H]2Cc2ccccc2)cc(C(F)(F)F)c1 | -1 | 104 | 7 | 1.9 | 6 | -25 | -2 | -1 | 2
Cc1cccn2c(=O)c3cc(S(=O)(=O)c4ccccc4)c(=N)n(Cc4ccco4)c3nc12 | 2 | 124 | -17 | 2.1 | 7 | 26 | 6 | -1 | -14
COc1cc(C(=O)N2CCCc3ccccc32)c([N+](=O)[O-])cc1OC | 0 | 99 | -1 | -0.4 | -2 | -3 | 3 | -6 | 13
O=C(OCC(=O)N1CCN(C(=O)c2ccco2)CC1)c1ccccc1C(=O)c1ccc(Cl)cc1 | 8 | 81 | 11 | 1.9 | -4 | 4 | 3 | -2 | 2
CCOc1ccccc1CN1CCN(S(=O)(=O)CC)CC1 | -1 | 85 | -5 | 1.4 | -3 | 2 | 0 | 3 | 0

Compound profiles, as listed above. Screens in order: CTSL1 counter | CR mimetic SO | EBNA-1 inhibitor | PP5 primary | PP1 counter | core dimer inh | TPT1 inh | ZTA counter | JMJD2C inh
Profile of `COc1cc(C(=O)N2CCCc3ccccc32)c([N+](=O)[O-])cc1OC` : 0 | 99 | -1 | -0.4 | -2 | -3 | 3 | -6 | 13
Profile of `Cc1c(CCC(C)C)c(-n2ccnc2C)n2c(nc3ccccc32)c1C#N` : 2 | 82 | 6 | -1.6 | -3 | 3 | -3 | 14 | 9
Profile of `NS(=O)(=O)c1ccc(CNc2ccc3ccccc3n2)cc1` : -4 | 88 | 2 | 1.7 | 0 | 5 | -4 | 0 | 4

(listing goes on)
SMILES | CTSL1 counter | CR mimetic SO | EBNA-1 inhibitor | PP5 primary | PP1 counter | core dimer inh | TPT1 inh | ZTA counter | JMJD2C inh
CC(=O)Nc1ccc(-c2cn3ccsc3n2)cc1 | 7 | 96 | -14 | 1.4 | -3 | 2 | 1 | -15 | 48
CCOC(=O)c1c(S(=O)(=O)Nc2ccccn2)c(C)n(C)c1C | -3 | 110 | 5 | -0.9 | 10 | -1 | -1 | 10 | -18
O=C(O)CNC(=O)c1ccc(Oc2c(F)c(F)c(Oc3ccc(C(=O)NCC(=O)O)cc3)c(F)c2F)cc1 | -2 | 101 | -11 | 1.8 | 12 | -7 | 2 | 3 | 5
Cc1ccc(Nc2nc(-c3sc(C)nc3C)cs2)cc1 | 0 | 97 | -6 | 5.3 | 0 | -6 | 2 | -6 | 22

Hits appear at their usual frequency. About 3.1% of those tested had a hit in this group.
